# High-throughput results as filed in PubChem BioAssay.
# E-selectin induc: E-selectin induction on HUVECs; activation, % at 7.58 µM; 260,000 tested, 0.37% active; HUVEC E-selectin immunofluorescence imaging; normalized: neutral wells 0, TNF-alpha wells 100;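 active = mean E-selectin-positive cell signal at least 10% of the positive control, reached in at least 60% of replicates, without over 20% cell loss; inconclusive = no rule given, readout overlaps actives, possibly toxicity-flagged; inactive = the rest, including those meeting only one limit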;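 note: in these data hits start at about 27%; measured in HUVEC primary endothelial cells; signal is the percent of cells scored E-selectin positive by PE staining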
#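 Read-out: % PE-positive cells | Test system: HUVEC | Doses: One compound dose added by pin transfer | Buffer or medium: EGM-2 over gelatin coat | Signal: Immunofluorescence imaging | Benchmarks: TNF-alpha, DMSO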
# RAD54 inh: RAD54 (human) branch migration inhibition. Q92698. RAD54 Holliday junction branch migration, FAM/BHQ fluorescence. inhibition, % at 10.4 µM. 360,000 tested, 0.14% active. AID 602329;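 active = mean normalized replicate activity at least 40 and at least half of replicates scoring 40 or more; inconclusive = only one of the two criteria met; inactive = mean below 40 and under half of replicates reaching 40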;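 note: 0% = median of neutral control wells and 100% = median of positive control wells; inhibitors cause a drop in the FAM fluorescence signal; in these data hits start at about 50%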
# Target sequence (Q92698 whole entry, looked up): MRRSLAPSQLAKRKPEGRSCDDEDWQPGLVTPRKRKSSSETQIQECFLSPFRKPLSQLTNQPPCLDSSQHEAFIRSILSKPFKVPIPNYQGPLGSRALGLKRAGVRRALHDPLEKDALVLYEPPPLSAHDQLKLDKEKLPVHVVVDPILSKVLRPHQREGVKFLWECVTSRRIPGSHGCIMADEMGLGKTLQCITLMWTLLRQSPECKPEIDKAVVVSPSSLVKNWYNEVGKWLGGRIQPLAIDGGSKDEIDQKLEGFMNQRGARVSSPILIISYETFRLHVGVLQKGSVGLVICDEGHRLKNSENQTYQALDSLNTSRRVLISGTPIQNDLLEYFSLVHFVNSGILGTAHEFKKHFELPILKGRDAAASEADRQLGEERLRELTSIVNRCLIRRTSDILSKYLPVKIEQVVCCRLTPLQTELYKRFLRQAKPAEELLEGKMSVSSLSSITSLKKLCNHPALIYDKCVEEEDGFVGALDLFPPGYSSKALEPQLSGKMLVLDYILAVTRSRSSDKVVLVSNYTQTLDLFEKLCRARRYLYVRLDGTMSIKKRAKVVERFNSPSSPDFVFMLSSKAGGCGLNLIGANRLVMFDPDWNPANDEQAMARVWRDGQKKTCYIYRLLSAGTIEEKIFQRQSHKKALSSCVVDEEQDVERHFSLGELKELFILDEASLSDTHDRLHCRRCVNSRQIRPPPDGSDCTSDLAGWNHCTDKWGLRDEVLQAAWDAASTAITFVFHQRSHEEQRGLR
# GSIS activator: GLuc luminescence reporter in INS-1E cells, primary screen for activators of glucose-dependent secretion of insulin | INS-1E GLuc reporter insulin secretion, 2-3 h | activation, % at 16.6 µM | 370,000 tested, 0.61% active | AID 743287;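 active = lowest replicate activation of at least 40%, so every replicate reaches that level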;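 note: 0% = median of neutral control wells and 100% = median of IBMX positive control wells; some compounds called inactive have numbers as strong as hits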
# DENV2 CPE: inhibitors of DENV2 cytopathic effect. DENV2-infected cells, cytopathic effect rescue, plate reader. 350,000 tested, 1.7% active. CPE inhibition, % at 9.99 µM; in the data active = CPE inhibition above about 20%, passing the limit was not always enough; inconclusive = no clear call, values can overlap the other calls; tested in BHK-21 cells;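 note: 0% = median of neutral control wells and 100% = median of positive control wells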
# Xi reactivation: X-chromosome reactivation activator; XiGFP mouse fibroblasts, % GFP-positive cells imaging, 3 d; cells co-treated with 5-aza-dC sensitizer; scaled so ellipticine positive control = 100%; activation, % at 7.58 µM; 360,000 tested, 0.055% active; AID 743238;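 active = mean normalized replicate activation at least 10% and every replicate at or above 10%; inconclusive = only one of the two criteria met; inactive = mean below 10% and not all replicates reach 10%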;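 note: 0% = median of on-plate neutral control wells and 100% = ellipticine 6 µM median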
#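 Assay system: SV40-immortalized XiGFP fibroblast cells, line 68-5-11; buffer or medium: DMEM plus 5-aza-dC sensitizer; compound: one concentration, pinned; timing: compounds 3 days, fix/stain 15 min at room temperature; benchmarks: positive control ellipticine, 6 µM final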
# CFTR F508del cor: CFTR F508del correction in bronchial cells. 350,000 tested, 0.36% active. activity (quench increase), % at 7.58 µM. CFBE cells, YFP halide quenching; stimulated with forskolin plus potentiator P3; % fluorescence drop versus neutral controls;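 active = mean added fluorescence quench of at least 8% versus neutral control, with both replicates also reaching 8%; inconclusive = only one of the mean or replicate conditions met; inactive = mean below 8% and not both replicates reaching 8%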;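 note: cells transiently co-express mutant CFTR-F508del with the halide-sensitive YFP; corrector assay measuring rescue of mutant channel to the surface after 24 h compound exposure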
# Casp6 inh: caspase-6 (human) enzyme inhibition. inhibition, % at 12.5 µM. purified caspase-6, Z-VEID-R110 cleavage fluorescence. 350,000 tested, 0.53% active;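 active = mean inhibition across replicates at least about 35%, with every replicate also reaching that limit, limit read from the data; inconclusive = only one of the two criteria met; inactive = neither criterion met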;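 note: 0% = median of neutral control wells and 100% = no fluorescence left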
# Target sequence (P55212 24-179 limits assumed): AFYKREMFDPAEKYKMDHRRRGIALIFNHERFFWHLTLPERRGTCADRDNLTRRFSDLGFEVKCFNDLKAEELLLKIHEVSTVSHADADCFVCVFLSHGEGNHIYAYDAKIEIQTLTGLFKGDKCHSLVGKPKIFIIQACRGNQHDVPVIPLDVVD
# Target sequence (P55212 194-293 limits assumed): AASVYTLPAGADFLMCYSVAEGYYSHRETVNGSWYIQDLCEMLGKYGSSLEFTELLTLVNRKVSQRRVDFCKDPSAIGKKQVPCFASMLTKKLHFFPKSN
# RAD52 anneal inh: RAD52 (human) annealing inhibition; recombinant RAD52 DNA annealing, FRET fluorescence; 360,000 tested, 0.46% active; inhibition, % at 18.7 µM;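 active = every replicate showing at least 50% inhibition; inconclusive = mean inhibition at least 50% but not in every replicate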
# An asterisk follows results filed as active; ? = inconclusive; nt = no result given; & = joins results of further samples. No enrichment for hits. Share with any hit: about 3.7%.
SMILES,E-selectin induc,RAD54 inh,GSIS activator,DENV2 CPE,Xi reactivation,CFTR F508del cor,Casp6 inh,RAD52 anneal inh
CCOC(=O)C1=C(c2ccccc2)c2ccccc2N(S(=O)(=O)C(F)(F)F)C1C(=O)OCC (centres undefined),nt,-3,-16,9,0.3,-0.9,2,-8
COc1cnc(-c2ccccn2)nc1Sc1ccc(F)cc1,nt,nt,-5,-6,0.0,nt,-2,0
COc1ccc(C2SCCN2C(=S)Nc2ccc(F)cc2)cc1 (centres undefined),1.2,nt,10,nt,0.0,nt,3,-15
CO[C@H]1CC[C@@H]2CCOc3c(C#N)cccc3C(=O)N(C)[C@@H](C)C(=O)N(C)C[C@H]1O2,0.2,-27,-2,-1,0.0,0.2,1,10
COCCNC(=O)CN1C(=O)NC2(CCCc3cc(OC)ccc32)C1=O (centres undefined),nt,-7,6,-2,0.0,-1.0,-4,8
COc1ccc(-c2cc3ccc(F)cc3cn2)cc1,nt,-15,-3,1,0.0,-0.5,-1,-4
C[C@@H]1CN([C@H](C)CO)C(=O)CCCn2nncc2CO[C@H]1CN(C)S(=O)(=O)c1ccc(Oc2ccccc2)nc1,-0.2,-5&0,-3&6,17&9,0.1&0.1,0.4&1.0,-1&-1,-12&11
O=C(CCCc1ccccn1)c1ccccc1,0.0,nt,-3,3,0.1,-2.8,1,-23
Cc1ccc(/C=C/C(=O)OCC(=O)Nc2ccc3[nH]c(=O)[nH]c3c2)o1,nt,-1,1,-7,-0.1,2.1,4,-11
Cc1ccc(CSc2nnc(CCCCCNC(=O)OC(C)(C)C)o2)cc1,-0.1,-4,-48,-4,0.0,-13,0,-3
Cc1cc(=O)oc2cc(OCC(=O)Nc3ccc4[nH]c(=O)[nH]c4c3)ccc12,0.2,6,15,5,0.1,0.2,2,-5
COc1cccc(NC(=O)Nc2ccc3c(c2)C(=O)N(C)C[C@@H](OC)[C@@H](C)CN[C@@H](C)CO3)c1,0.0,-5,9,-4,-0.2,-3.4,2,22
O=C(OCn1nnc2ccccc2c1=O)c1ccco1,nt,9,-12,2,0.1,-1.8,-5,-10
CCC/C=C1/CCCOC(C(=O)NCc2ccc(S(C)(=O)=O)cc2)(C(F)(F)F)C1 (centres undefined),0.0,-9,-10,-9,-0.1,0.6,0,-6
CN(C(=O)COC(=O)c1n[nH]c2ccccc12)c1ccccc1,nt,nt,1,nt,0.4,-0.6,1,-11
CNC(=O)c1c(NC(=O)C(C)C)sc2c1CCC2,0.0,-1,13,0,-0.2,0.5,4,-4
Cc1cc(C(=O)NNC(=O)Nc2ccc(Cl)cc2)no1,-0.3,0,nt,12,0.0,-2.0,2,-5
O=C(N[C@H]1CC[C@H](CCn2cc(-c3ccccc3)nn2)O[C@@H]1CO)c1cnccn1,0.5,4,3,?,-0.1,-1.7,6,-3
Cc1cc(C(=O)Nc2cccc3c2O[C@H](CN(C)S(=O)(=O)c2cccs2)[C@@H](C)CN([C@@H](C)CO)C3=O)n(C)n1,0.0,-1,6,?,-1.1,-1.9,4,13
CC(=NNC(=S)N1CCCC1)c1ccccn1,-0.4,6,-10,2,-0.1,-16,-2,-9
CC1CCC(NC(=O)c2cccc(S(=O)(=O)N3CCOCC3)c2)CC1 (centres undefined),0.2,-6,nt,5,0.4,6.3,2,-15
COc1ccc(NC(=O)Nc2ccc3c(c2)C(=O)N([C@@H](C)CO)C[C@@H](C)[C@H](CN(C)Cc2ccc(C(=O)O)cc2)OCCCC[C@@H](C)O3)cc1,-0.1,6,7,-3,0.2,1.7,0,-8
CCOC(=O)C1=CC[C@@H](c2ccccc2)N(S(=O)(=O)c2ccc(C)cc2)[C@H]1/C=C/c1ccccc1,0.2,-8,-34,-1,0.0,-2.3,-4,-10
Cc1ccc(S(=O)(=O)N(C)C[C@H]2Oc3ccc(NC(=O)Cc4ccccc4)cc3CC(=O)N([C@H](C)CO)C[C@@H]2C)cc1,0.9,-1,-28,?,-1.0,-3.5,-5,-13
COC(=O)COc1cc2ccccc2cc1C(=O)Nc1ccccc1,nt,nt,-2,-2,0.0,6.7,-2,-17
Cc1ccc(-c2nn(-c3ccccc3)cc2/C=C/C(=O)Nc2nccs2)cc1,-0.1,-6,42,nt,0.0,nt,nt,nt
Cc1ccc(NC(=O)COC(=O)Cn2nc(C)c([N+](=O)[O-])c2C)c([N+](=O)[O-])c1,nt,-4,-7,-4,0.2,-0.6,1,4
CN1C(=O)C2(OCCCO2)c2cc(Cl)ccc21,nt,-11,0,-1,0.7,-2.3,-1,-8
Cc1cc(C)nc(N2N=C(CSc3ccc(Cl)cc3)CC2=O)n1,0.2,nt,-14,-6,0.0,-2.7,1,-14
CCc1nc2ccc(C(=O)NCC3CCCCC3)cn2c1N(CCC(C)C)CCN(C)C,0.0,4,-28,-6,0.3,-4.8,0,-19
CCN(CC)S(=O)(=O)c1ccc(OC)c(NC(=O)C(C)Oc2ccc3c(C)cc(=O)oc3c2)c1 (centres undefined),1.0,-3,-4,-3,0.0,1.8,2,-20
COCC(=O)Nc1ccc2c(c1)C(=O)N(C)C[C@H](OC)[C@@H](C)CN(C(=O)c1ccccc1)[C@@H](C)CO2,0.1,-8,-8,-2,-0.1,0.6,nt,-14
CN1CCCCN2[C@H](CO)[C@H](c3ccc(C4=CCCC4)cc3)[C@H]2C1,-0.2,7,2,29*,0.2,-1.6,0,27
CN(C)Cc1cn(CC[C@@H]2CC[C@@H](NS(=O)(=O)c3ccccc3)[C@H](CO)O2)nn1,-0.3,-10,6,1,-0.2,0.4,1,4
C[C@@H]1CN([C@@H](C)CO)C(=O)c2cc(C#CCN(C)C)cnc2O[C@@H]1CN(C)C(=O)NC1CCCCC1,1.0,6,25,19,0.2,nt,-4,-14
Cc1ccc(-n2c(C)cc(C(=O)CN3CCCCC3)c2C)cc1,nt,nt,-5,nt,0.0,-3.1,-4,-27
Cc1csc(NC(=O)CSc2sc3c(O)cc(=O)[nH]c3c2C#N)n1,-0.1,-9,5,-2,0.0,1.1,79*,-21
O=[N+]([O-])c1cc([N+](=O)[O-])c(Oc2ccc(Br)cc2Br)cc1NN1CCCCC1,0.3,-20,-3,-2,-0.1,1.0,-1,-7
Cc1ccc(C(=O)OCC(=O)N2CCNC2=O)c(C)c1,0.6,4,-11,6,-0.1,1.0,1,-14
Cc1ccccc1NC(=O)COC(=O)CCC(=O)c1cccs1,-0.1,1,2,19,0.0,-0.2,0,-13
CN(C)c1cc[n+](CC(=O)c2cccs2)cc1,nt,-2,-8,8,-0.1,-9.6,-6,-14
O=C(NCC(=O)N1CCCC1)c1ccccc1F,-0.1,6,12,6,0.0,-3.4,2,-8
NC(=S)N/N=C1\CC(c2ccc3c(c2)OCCO3)Oc2ccc(F)cc21 (centres undefined),nt,nt,-3,-7,0.0,3.1,-3,2
Cc1cccc(C)c1OCCSc1nc2ccccc2n1CC(=O)O,1.5,-6,1,-4,0.0,0.8,3,-1
COc1ccc(C(=O)NCc2ccc3c(c2)OCO3)cc1S(=O)(=O)N1CCCC1,nt,-7,8,6,-0.1,2.3,1,-18
COc1ccc([N+](=O)[O-])cc1NC(=O)CC(c1ccccc1)c1ccccc1,nt,2,-3,nt,0.0,-1.0,3,-10
COc1ccc(S(=O)(=O)N(C)C[C@H]2Oc3ccc(NS(=O)(=O)c4c(C)noc4C)cc3CC(=O)N([C@H](C)CO)C[C@H]2C)cc1,-0.1,0,0,11,5.5,5.1,nt,11
CCS(=O)(=O)N1Cc2cc(C(=O)O)nc(-c3cccc(-c4ccc(C#N)cc4)c3)c2[C@H]1CCO,-0.1,nt,0,-3,0.2,-2.2,1,5
O=Nc1c(-c2ccccc2)[nH]n(-c2ccccc2)c1=O,nt,-3,1,2,0.1,-0.2,1,-8
COc1cccc(N2CCN(C(=O)C3CCC(=O)N(C4CCCCCC4)C3)CC2)c1 (centres undefined),0.0,0,-10,-8,0.1,-1.7,1,-3
C[C@H](CO)N1C[C@H](C)[C@H](CN(C)CC2CCCCC2)Oc2ccc(NC(=O)Cn3cnnn3)cc2C1=O,-0.5,-2,7,nt,0.1,1.0,-6,-13
Cc1noc(C)c1NC(=O)Nc1ccc2c(c1)C(=O)N([C@H](C)CO)C[C@@H](C)[C@H](CN(C)Cc1ccc(Cl)c(Cl)c1)OCCCC[C@@H](C)O2,0.1,1,-20,-6,0.1,-0.4,-3,11
Cn1cnc([N+](=O)[O-])c1NCc1ccccc1,nt,7,-6,2,-0.1,-0.1,-1,-9
Cc1nonc1OC(C)CNCCNc1ccc([N+](=O)[O-])cc1 (centres undefined),-0.3,-11,nt,2,0.0,3.0,-1,5
O=C(Cn1cc2c(n1)CCCC2)Nc1ccccc1Br,-0.1,4,-8,-11,0.3,0.2,-2,-8
N#C[C@@H]1[C@H](c2ccccc2)[C@H](CO)N1S(=O)(=O)Cc1ccccc1,-0.1,4,1,-3,-0.1,0.3,2,7
CCN(CC)S(=O)(=O)c1ccc(N2CCN(S(=O)(=O)c3ccccc3)CC2)nc1,nt,1,1,-2,0.1,-0.3,3,-13
CCOCCCNC(=O)Cc1c(C(=O)O)[nH]c2ccc(Cl)cc12,0.3,5,-7,0,0.1,-1.1,0,-19
Cc1cc2c(NC(=O)Nc3ccccc3)cccc2nn1,nt,0,7,-4,-0.1,-5.3,25,-5
CCOc1ccccc1NC(=O)CSc1n[nH]c(=O)n1-c1ccccc1,0.1,10,14,?,0.0,1.9,1,-6
# (listing goes on)
SMILES,E-selectin induc,RAD54 inh,GSIS activator,DENV2 CPE,Xi reactivation,CFTR F508del cor,Casp6 inh,RAD52 anneal inh
CCSc1ccc([C@@H]2[C@H]3C(=O)N(C)C(=O)[C@H]3[C@]3(C(=O)OC)CCCCN23)cc1,-0.3,0,-29,nt,0.0,2.3,0,-74
CCC(=O)Nc1ccc2c(c1)C(=O)N(C)C[C@H](OC)[C@H](C)CN(Cc1nccs1)[C@@H](C)CO2,0.6,nt,3,nt,0.4,-0.5,nt,nt
CCC(=O)N1CC(=O)N2[C@H](CO)[C@@H](c3ccc(C#Cc4cccc(F)c4)cc3)[C@@H]2C1,0.2,nt,-20,7,0.1,1.9,-1,-12
CNC(=O)CNC(=O)Nc1ccc(C)cc1,nt,nt,-1,nt,0.0,-3.7,-4,-9
Cc1cc(=O)[nH]c(N2CCN(c3ccc(Cl)cc3)CC2)n1,nt,10,-1,5,0.3,-0.8,0,5
COc1ccccc1CN1[C@H](CO)[C@@H]2c3ccccc3N(C(=O)C3CCOCC3)C[C@@H]21,0.1,1,2,3,0.0,-2.0,-2,-11
CO[C@H](CN(C)Cc1cc(F)ccc1F)[C@H](C)CN(C(=O)Nc1ccc(F)cc1)[C@H](C)CO,-0.1,-1,-11,1,0.0,-3.6,-2,4
COc1cc(SC)ccc1C(=O)Nc1cccc(C2OCCCO2)c1,nt,-4,-8,3,0.0,1.2,4,-17
Cc1ccccc1CNC(=O)c1csc([C@@H]2C[C@H](O)[C@@H](CO)O2)n1,0.6,-1,-7,5,0.0,-1.6,3,-9
